SUMO1 PPI mod: modulators of human SUMO1-mediated protein-protein interactions; inhibition, % at 20 µM; hit rate 0.33% among 360,000; SUMO1 binding to a labelled peptide, TR-FRET, 1 h; P63165; AID 602429; in the data active means inhibition above about 37%
Target sequence (P63165 whole entry, looked up): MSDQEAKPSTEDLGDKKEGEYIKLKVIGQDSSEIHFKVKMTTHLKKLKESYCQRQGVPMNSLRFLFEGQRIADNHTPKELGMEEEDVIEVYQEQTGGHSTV
LMPTP inh: LMPTP (human) inhibition; P24666; inhibition, % at 20 µM; hit rate 0.22% among 360,000; recombinant LMPTP-A, OMFP fluorogenic substrate, fluorescence intensity;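 active means compounds that cut the enzyme signal by at least half of the control window in the single-dose screen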;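 further: plate controls were DMSO wells with enzyme plus substrate for no effect and substrate without enzyme for full effect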
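Assay system: LMPTP-A phosphatase enzyme | Input: 0.625 nM enzyme | Also added: Fluorogenic phosphatase substrate OMFP at 400 µM final | Compound dosing: One test concentration per compound, 20 µM, with 3% DMSO overall | Schedule: 50 min enzyme reaction at room temperature, protected from light | Signal: Fluorescence intensity | Benchmarks: no-enzyme and uninhibited controls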
DNMT1 inh: blocks human DNA methyltransferase DNMT1 | P26358 | DNMT1 molecular beacon, Hinp1I cleavage, fluorescence | inhibition (reported as % activation of signal), % at 10 µM | hit rate 0.83% among 360,000; in the data active means inhibition above about 50%
CendR NRP1 mod: NRP-1/CendR interaction modulation. O14786. FAM-RPARPAR peptide binding to NRP-1, fluorescence polarization. inhibition, % at 25 µM. hit rate 0.85% among 360,000;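 active means inhibition or corrected inhibition above about 18%, plus a signal ratio from 0.5 to 1.5, limit read from the data, passing the limit was not always enough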; further: strong numbers were not always called active
STEP block: inhibitors of human striatal-enriched phosphatase STEP. hit rate 0.25% among 360,000. P54829. inhibition, % at 20 µM. AID 588621. recombinant STEP, OMFP fluorogenic substrate, fluorescence;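 active means inhibition at 20 µM, scaled per plate between control wells, above about 37%, limit read from the data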;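 further: 0% = DMSO with enzyme and substrate and 100% = substrate only without enzyme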
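System: STEP phosphatase, cell-free reaction; Buffer or medium: Bis-Tris pH 6.0 buffer with DTT, detergent; Incubation: 20 min at room temperature, dark; Measured by: fluorescence, 480/540 nm.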
Tb MetRS inh: blocks T. brucei methionyl-tRNA synthetase activity; purified T. brucei MetRS, ATP depletion, Kinase-Glo luminescence; inhibition, % at 11.9 µM; hit rate 0.4% among 360,000;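 active means inhibition above a per-plate cutoff of the control wells' mean inhibition plus 3 SD, cut at about 5.5% in these data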;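 further: 0% = DMSO wells median and 100% = median of wells with control inhibitor compound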
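Assay system: T. brucei methionyl-tRNA synthetase, purified | Medium: HEPES buffer with MgCl2, KCl, DTT, spermine, BSA, pyrophosphatase | Compound: 11.9 µM single point | Incubation: 15 min enzyme-compound preincubation, 2 h reaction, 10 min detection, 25 °C | Measured by: Kinase-Glo luciferase luminescence reporting remaining unconsumed ATP | Measure: % inhibition normalized to control-well medians | Replication: Singlicate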
Neddyl block: blocks human cullin neddylation. P61081+Q13564. TR-FRET cullin neddylation, biochemical. calls only at 25 µM. hit rate 0.58% among 360,000; in the data active means inhibition above about 36%
Target sequence (P61081 whole entry, looked up): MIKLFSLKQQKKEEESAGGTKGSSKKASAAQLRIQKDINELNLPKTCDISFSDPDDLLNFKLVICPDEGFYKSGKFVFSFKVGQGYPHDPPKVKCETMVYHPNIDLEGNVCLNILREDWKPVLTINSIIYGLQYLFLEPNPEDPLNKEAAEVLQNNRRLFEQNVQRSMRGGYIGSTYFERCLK
Target sequence (Q13564 whole entry, looked up): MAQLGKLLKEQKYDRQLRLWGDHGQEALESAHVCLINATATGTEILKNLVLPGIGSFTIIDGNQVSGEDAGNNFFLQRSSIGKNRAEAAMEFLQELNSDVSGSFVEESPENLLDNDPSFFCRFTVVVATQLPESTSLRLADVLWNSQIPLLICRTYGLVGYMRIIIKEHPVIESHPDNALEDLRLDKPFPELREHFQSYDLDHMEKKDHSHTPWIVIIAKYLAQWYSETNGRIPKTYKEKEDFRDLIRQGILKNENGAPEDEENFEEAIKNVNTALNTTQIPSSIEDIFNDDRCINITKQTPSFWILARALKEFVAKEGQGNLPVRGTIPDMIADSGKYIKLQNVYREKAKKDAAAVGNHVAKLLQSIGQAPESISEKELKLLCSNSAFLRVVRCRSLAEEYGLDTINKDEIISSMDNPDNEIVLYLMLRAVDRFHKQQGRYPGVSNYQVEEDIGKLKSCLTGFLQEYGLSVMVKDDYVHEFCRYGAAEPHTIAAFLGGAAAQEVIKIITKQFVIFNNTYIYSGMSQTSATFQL
Scp-1 inhibitor: blocks human Scp-1 phosphatase activity. hit rate 0.88% among 340,000. AID 493091. inhibition, % at 20 µM. Recombinant Scp1, phosphopeptide, malachite green phosphate absorbance;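 active means inhibition above about 50% at 20 µM, limit read from the data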;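 further: plate controls were DMSO wells with enzyme for no effect and wells lacking enzyme for full effect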
Target sequence (Q9GZU7 76-261 limits assumed): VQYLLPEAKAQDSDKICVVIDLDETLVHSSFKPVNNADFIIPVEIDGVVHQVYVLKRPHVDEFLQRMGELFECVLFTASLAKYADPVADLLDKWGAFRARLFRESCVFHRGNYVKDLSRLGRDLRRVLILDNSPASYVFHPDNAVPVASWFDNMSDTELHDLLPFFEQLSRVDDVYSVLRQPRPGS
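Material – SCP-1 phosphatase catalytic domain, residues 76-261 · Buffer or medium – Acidic Tris acetate buffer with magnesium and detergent · Also added – Phospho 17-mer peptide substrate · Compound – single 20 µM dose, 1% DMSO · Times – 45 min room-temperature reaction, 5 min colour, 30 min stabiliser · Technique – Phosphate-binding colour reagent, absorbance read at 630 nm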
NadD block: NadD (S. aureus) enzyme inhibition. purified NadD enzyme, colorimetric absorbance read-out. inhibition, % at 20 µM. hit rate 0.78% among 360,000. AID 602399; in the data active means inhibition above about 26%; further: some compounds past the cut are filed as inactive
SKN-1 inh: blocks SKN-1 activity in C. elegans; C. elegans VP596 Pgst-4::GFP/RFP ratio, acrylamide-induced, 24 h; inhibition, % at 21.8 µM; hit rate 0.49% among 360,000; AID 624304;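 active means interference check ratio from 0.5 to 1.5 plus GFP to RFP signal ratio inhibition reaching or exceeding a fixed threshold, cut at about 30% in these data, passing the limit was not always enough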; further: some compounds called inactive have numbers as strong as hits
* hit, by the source's call; i = inactive; nt = not tested or not shown; + = active, no number.

Below each SMILES – SUMO1 PPI mod	LMPTP inh	DNMT1 inh	CendR NRP1 mod	STEP block	Tb MetRS inh	Neddyl block	Scp-1 inhibitor	NadD block	SKN-1 inh
- OC(Cc1ccccc1Br)c1ncc(-c2ccc(Cl)cc2)[nH]1 (stereo unspecified)
 : 0	1.3	4	9	-2	0.2	i	nt	-8	6
- Cc1nc2ccccn2c1C(=O)NNS(=O)(=O)c1ccc(Cl)cc1
 : 6	-1.6	0	8	-1	0.1	i	-10	-2	-4
- COc1ccc(S(=O)(=O)N2CCCCC2)cc1NC(=O)CSc1ncccn1
 : 0	0.7	0	-2	2	-0.4	i	17	0	-8
- O=C(/C=C/[C@H]1O[C@@H](n2cnc3c(NC(=O)c4ccccc4)ncnc32)[C@H](O)[C@@H]1O)NCCCN1CCCC1=O
 : 5	-1.2	-7	8	-3	-0.5	i	nt	-5	3
- COc1ccc(CNC(=O)/C=C/c2ccccc2[N+](=O)[O-])cc1
 : -22	-0.6	-3	-7	1	-0.4	i	1	0	-8
- O=C(COC(=O)Cn1cnc2ccccc21)Nc1cccc([N+](=O)[O-])c1
 : -13	-0.1	4	10	-2	0.1	i	2	-6	2
- O=S(=O)(c1ccccc1)c1cc(O)ccc1O
 : 0	1.6	-5	-2	0	-0.5	i	-8	-2	-4
- COc1ccc(S(=O)(=O)N2CCN(C(=O)CCSc3ccccc3)CC2)cc1
 : 2	0.6	0	13	4	-0.2	i	-5	-8	-16
- CNc1ccccc1C(=O)OCC(C)=O
 : 0	-0.5	2	10	1	0.7	nt	-8	0	1
- O=C(CCS(=O)(=O)c1ccc(Cl)cc1)Nc1ccccc1Br
 : 3	0.9	1	5	2	0.3	i	6	-4	0
- Cc1nc(N)nc(SCc2ccc([N+](=O)[O-])cc2)c1N
 : -16	2.0	-4	5	0	1.5	i	-7	-3	3
- O=C(NCCCc1ccccc1)C1CCN(S(=O)(=O)c2ccc(F)cc2)CC1
 : -2	-0.5	1	5	-2	-0.1	i	-3	-4	7
- O=C(c1cccc(-c2cncc3nccn23)c1)N1CCOCC1
 : 0	-1.5	-1	0	-2	-0.1	nt	nt	-1	3
- CCC(C)C(=O)Nc1ccc(S(=O)(=O)Nc2nccs2)cc1 (stereo unspecified)
 : 4	-0.2	10	1	0	-1.1	i	-2	-3	-6
- CC(OC(=O)CCCSc1nc2ccccc2s1)C(=O)NC(N)=O (stereo unspecified)
 : 0	-0.4	1	-1	-6	1.2	i	-5	1	-3
- CCN(CC)c1ccc(/C=C2\C(=O)N(c3nnc(C)c(=O)[nH]3)N=C2C)cc1
 : -22	0.1	-8	-53	2	0.1	i	-11	16	25
- COc1ccc(N2CC(C(=O)N(C)CC(=O)Nc3ccc(Cl)c(C(F)(F)F)c3)CC2=O)c(OC)c1 (stereo unspecified)
 : 1	-0.3	5	-2	-2	-0.1	i	-9	-10	0
- COc1ccc(N2CC(C)Cn3c2nc2c3c(=O)n(CCc3ccccc3)c(=O)n2C)cc1 (stereo unspecified)
 : 1	1.3	1	-3	-1	-1.9	i	2	-3	-6
- CC(C)(C)C1=CC(=O)C(N2CCOCC2)=CC1=O
 : 2	-0.9	-13	-2	-2	-1.0	i	-1	20	10
- COc1cc(C(=O)N/N=C/c2cn(Cc3cccc(F)c3)c3ccccc23)ccc1O
 : 24	4.4	-4	5	0	-0.1	i	-10	11	1
- Cc1ccc(S(=O)(=O)N(C)C)cc1NC(=O)COC(=O)c1n[nH]c(=O)c2ccccc12
 : -3	-1.4	4	-3	-4	-1.0	i	-5	-7	7
- CCOc1cc(NC(=S)NCCCN(C)C)c(OCC)cc1NC(=O)c1cccs1
 : 0	-1.0	0	-18	0	-0.6	i	-5	-3	-5
- c1ccc(-c2cn(-c3ccccc3)c3[n+]2CCCS3)cc1
 : 3	-0.4	0	4	2	3.8	i	-7	4	-1
- Cc1cccc(C)c1-n1nnnc1C1(C)CCC(=O)N1CCc1ccccc1F (stereo unspecified)
 : 1	-0.8	nt	12	nt	-0.1	i	nt	-6	3
- COc1cc2c(cc1OC)C(C)N(Cc1ccc3c(c1)OCO3)CC2 (stereo unspecified)
 : 2	4.2	-6	-8	1	-0.6	i	41	7	-6
- Cc1cnc(C=O)c2cccc([N+](=O)[O-])c12
 : -16	0.4	0	-8	1	0.4	i	nt	3	8
- CC(C)C(C(=O)NCC1CCCO1)N(C(=O)CNS(=O)(=O)c1ccccc1)C1CCCCC1 (stereo unspecified)
 : 0	-1.4	1	-1	0	-0.3	i	-1	10	3
- CCN(CC(=O)Nc1c(F)cccc1F)C(=O)c1cccc(S(=O)(=O)N(C)c2ccccc2)c1
 : 0	-0.2	4	11	0	-0.3	i	-9	-2	23
- N#CCSc1ccsc1C(=O)Nc1ccc(F)cc1
 : 0	-1.3	-4	-5	-2	-0.6	i	-3	-8	5
- CC(C)n1c(=S)[nH]c2cc(Cl)ccc21
 : 0	-0.2	-4	-14	-2	0.2	i	-2	3	0
- CC(C)CCNC(=O)NC(=O)COC(=O)CCN=C1NS(=O)(=O)c2ccccc21
 : 2	-1.8	-2	-4	-4	0.0	i	26	-4	2
- CC(=O)NNc1cc(C)nc(N)n1
 : 2	2.1	4	1	-1	2.9	i	-3	1	1
- S=c1[nH]nc2ccc3ccccc3n12
 : -3	71*	-1	0	0	-0.6	+	nt	3	-15
- Cc1cc(S(=O)(=O)N2CCCC(C)C2)ccc1-n1cnnn1 (stereo unspecified)
 : 3	-0.4	4	7	1	-0.7	i	-2	-8	6
- O=C(N/N=C\c1ccncc1)c1ccccc1O
 : -7	-0.4	2	2	0	-0.1	i	-1	0	6
- COc1cccc(OCC(=O)N2CCCc3ccccc32)c1
 : -3	-0.1	2	-1	-1	-0.3	i	-8	-6	18
- CCc1ccc(NC(=O)CSc2nc(O)cc(=O)n2C2CCCC2)cc1
 : -5	0.3	-1	0	1	2.8	i	-4	7	0
- c1ccn2cc(-c3ccc4c(c3)OCO4)cc2c1
 : -12	3.8	-9	-12	-2	0.2	i	-5	29*	10
- COc1cccc(N(CC(=O)NCC2CCCO2)C(=O)CNS(=O)(=O)c2ccccc2)c1 (stereo unspecified)
 : 5	-1.7	-1	5	-1	-1.1	i	-1	3	-9
- O=C(CSc1cccc[n+]1[O-])NC1CCCCC1
 : 7	-1.7	5	1	-2	-0.2	i	0	-4	-10

Single records, as listed above. Values in the order: SUMO1 PPI mod, LMPTP inh, DNMT1 inh, CendR NRP1 mod, STEP block, Tb MetRS inh, Neddyl block, Scp-1 inhibitor, NadD block, SKN-1 inh
Results for `COc1ccc(S(=O)(=O)N2CCCCC2)cc1NC(=O)CSc1ncccn1` : 0, 0.7, 0, -2, 2, -0.4, i, 17, 0, -8
Results for `O=C(COC(=O)Cn1cnc2ccccc21)Nc1cccc([N+](=O)[O-])c1` : -13, -0.1, 4, 10, -2, 0.1, i, 2, -6, 2

The results go on.
Below each SMILES – SUMO1 PPI mod	LMPTP inh	DNMT1 inh	CendR NRP1 mod	STEP block	Tb MetRS inh	Neddyl block	Scp-1 inhibitor	NadD block	SKN-1 inh
- CCOC(=O)c1c(C)c(C(=O)N2CCCCCC2)c(C)n1CC
 : 1	0.3	2	7	0	-0.6	i	-3	-6	9
- CNc1ccn(C2CCCO2)c(=O)n1 (stereo unspecified)
 : 1	-1.0	-1	0	0	-0.5	i	-8	-9	-12
- COc1ccc(/C=N/NC(=O)c2cc(-c3ccc(C)cc3C)nc3ccccc23)cc1COC(C)=O
 : 2	4.5	-26	7	3	-0.6	nt	-9	38*	20
- C=CCC[C@@H](Cc1ccc(F)cc1)C(=O)OCCNC(=O)[C@@H](CC=C)CC(=O)N[C@H](CO)Cc1ccccc1
 : -2	-1.5	2	15	-2	-0.4	i	-11	-5	20
- Cc1sc2ncn(CC(=O)NCCCC(=O)N3CCC(C(N)=O)CC3)c(=O)c2c1C
 : 1	0.7	2	8	1	0.0	i	-1	5	18
- O=C1C2=C(c3ccccc31)[N+](=O)C1CCCCC1N2[O-] (stereo unspecified)
 : -26	0.1	-16	-6	2	-0.5	i	-10	4	-12
- N/C(=N\OC(=O)CCn1cccc(C(F)(F)F)c1=O)c1ccc(OC(F)(F)F)cc1
 : 3	-4.3	-1	-2	1	3.3	i	-17	7	-1
- O=C(O)CC(SCC(=O)Nc1ccc(Br)cc1)C(=O)O (stereo unspecified)
 : 4	0.5	-1	11	3	-1.1	i	-5	-6	1
- Fc1ccc(CCNc2ncnc3[nH]ncc23)cc1
 : 1	-9.2	0	7	4	0.0	i	-10	1	8
- COc1ccc(NC(=O)Cn2nnc(C(=O)NCCc3ccc(OC)c(OC)c3)c2N)cc1
 : -2	0.2	2	-3	-3	0.1	i	43	-3	-15
- Cc1cc(/C=C2/C(=O)NN(c3ccccc3)C2=O)c(C)n1-c1ccc(O)cc1
 : -21	1.3	-4	-5	-1	-0.2	i	-10	4	12
- O=C(CCCn1cnc([N+](=O)[O-])n1)Nc1ccc(F)c(Cl)c1
 : -25	0.3	0	-5	-4	0.4	i	-5	-1	2
- Cc1cc(Cl)c(S(=O)(=O)NC(C)C)cc1OCC(N)=O
 : -1	-1.5	-7	-12	-4	-0.4	i	-6	1	1
- CC1(C)C2CCC1(C)C(OC(=O)CCn1ccnc1)C2 (stereo unspecified)
 : 4	0.2	1	3	0	-0.4	i	1	0	14
- CCCN(CCO)Cc1ccc(F)c(Br)c1
 : -1	-2.5	-5	6	-1	-0.3	i	-1	-4	3
- CCN(CC(=O)Nc1ccc2c(c1)OCCO2)C(=O)/C=C/c1ccccc1
 : -1	-1.2	-3	6	-3	0.2	i	-8	-2	6
- Cc1cc(C)nc(OC(C(=O)O)C(OCCc2ccccc2)(c2ccccc2)c2ccccc2)n1 (stereo unspecified)
 : 3	-0.6	-2	-4	-2	-0.9	i	8	21	2
- N#CCSc1nnc(-c2cccnc2)n1-c1ccccc1
 : 1	-1.4	2	-6	1	-0.1	i	0	4	-8
- Cc1ccc(C)n1NC(=O)c1ccc(Cl)cc1Cl
 : 3	1.1	-2	7	-1	-0.8	i	1	34*	1
- Cc1ccc2c(Cl)cc(Cl)c(OCC(=O)NC3CCS(=O)(=O)C3)c2n1 (stereo unspecified)
 : -7	0.0	0	12	1	-0.7	i	-1	0	9
- CC(=O)N1CCN(S(=O)(=O)c2cccc(C(=O)Nc3ccccc3N3CCOCC3)c2)CC1
 : 1	0.1	1	3	-1	-0.5	i	-1	1	-2
- COC(=O)C1(NC(=O)NC2CCCCC2)CCCCC1
 : 0	-1.9	1	3	-4	0.8	i	-9	1	5
- CC(=O)N1CCc2ccc(S(=O)(=O)N3CCN(C)CC3)cc21
 : -4	-0.3	0	-3	-1	-0.5	i	-3	-1	13
- NC(=O)CSc1nc(C2CC2)nc2sc3c(c12)CCCC3
 : 2	-0.4	2	4	-2	-1.2	i	-6	-10	11

Bioassay records from PubChem.
